Screening results as filed in PubChem.
Rab7 wt modul: modulators of GTP binding to dog Rab7 wildtype GTPase. GST-Rab7 beads, fluorescent GTP binding, flow cytometry; actives lie on both sides; untreated = 100%, excess cold GTP = 0%. GTP binding activity (percent of control), % at 10 µM. 0.055% of 190,000 active;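 active = fluorescent GTP binding to Rab7 beads changed by at least 20 points from the 100% baseline, either direction, mostly lower; inconclusive = compound itself probably fluorescent, or too few beads counted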;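 also: median green fluorescence of bound Bodipy-FL-GTP per Rab7 bead population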
Mcl1 Noxa PPI: Mcl-1/Noxa interaction inhibition; Q07820; TR-FRET Mcl-1/Noxa peptide binding, 2 h; inhibition, % at 21.7 µM; 1.5% of 220,000 active;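 active = compounds that cut the protein-peptide binding signal by more than 50% relative to plate controls in a single-dose test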;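 also: His-tagged Mcl-1 with rhodamine Noxa BH3 peptide and terbium anti-His antibody; 0% = Mcl-1 plus Noxa peptide wells and 100% = peptide-only wells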
Target sequence (Q07820 whole entry, looked up): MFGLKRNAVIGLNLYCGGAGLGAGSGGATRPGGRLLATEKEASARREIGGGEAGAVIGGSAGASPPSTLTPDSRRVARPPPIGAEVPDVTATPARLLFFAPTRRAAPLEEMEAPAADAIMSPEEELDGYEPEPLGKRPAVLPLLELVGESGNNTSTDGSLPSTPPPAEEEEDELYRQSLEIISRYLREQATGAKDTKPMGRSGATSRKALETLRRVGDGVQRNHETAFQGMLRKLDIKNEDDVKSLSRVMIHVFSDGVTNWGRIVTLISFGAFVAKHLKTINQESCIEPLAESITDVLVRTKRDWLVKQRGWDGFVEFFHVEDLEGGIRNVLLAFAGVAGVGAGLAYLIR
Cdc42 wt GTP: changes GTP binding to wildtype human Cdc42. GST-Cdc42 beads, Bodipy-GTP binding, flow cytometry; actives lie on both sides. percent activity (GTP binding), % at 10 µM. 0.2% of 190,000 active. AID 761. P60953;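 active = percent activity GTP binding at least 20 points away from the 100% baseline, either down as inhibitor or up as activator; inconclusive = compound flagged as likely green fluorescent from well-wide comparison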;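 also: median bead fluorescence of bound Bodipy-FL-GTP at 100 nM; 0% = excess unlabeled GTP control and 100% = no compound control; below 100% means less GTP binding so inhibitor and above means activator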
Target sequence (P60953 whole entry, looked up): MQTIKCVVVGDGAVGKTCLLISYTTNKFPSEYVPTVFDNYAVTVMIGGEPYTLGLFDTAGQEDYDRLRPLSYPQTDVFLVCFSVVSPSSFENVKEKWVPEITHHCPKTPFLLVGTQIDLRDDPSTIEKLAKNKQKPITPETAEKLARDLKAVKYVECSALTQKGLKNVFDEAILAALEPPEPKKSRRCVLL
Pf gamet viab: inhibitors of late stage P. falciparum gametocyte viability; inhibition, % at 10.9 µM; P. falciparum stage V gametocytes, ATP luminescence, 24 h; 0.065% of 150,000 active;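 active = inhibition above the mean plus 3 SD of compounds within the control limits, set per campaign, cut at about 38% in these data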;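 also: 0% = DMSO wells and 100% = medium only without gametocytes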
Mcl-1 Bim block: disrupts Bim peptide binding to human Mcl-1. Q07820. Bead-based flow cytometry, Bim peptide-Mcl-1 binding. inhibition, % at 10 µM. 0.1% of 190,000 active. AID 1009; in the data active = inhibition above about 40%;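 also: 0% = no compound tracer wells and 100% = peptide blocker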
Mcl1 Bid PPI: disrupts binding of human Mcl-1 to Bid peptide. Q07820. TR-FRET Mcl-1/Bid-Dy647 peptide binding, 1536-well. inhibition, % at 21.7 µM. 0.97% of 220,000 active;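 active = compounds that cut the binding signal by more than half at the single screening dose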;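 also: His-tagged Mcl-1 with europium anti-His antibody binding Bid BH3 peptide; 0% = Mcl-1 plus peptide wells and 100% = peptide-only wells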
Avidin fluor: avidin bead compound fluorescence profile; fluorescence (KMESF) at 10 µM; 0.38% of 220,000 active; Avidin beads, compound fluorescence 488/530 nm, flow cytometry; hits give high values; in the data active = fluorescence above about 47; also: inactives centre near 10
Rab2 wt GTP: changes GTP binding to wildtype dog Rab2A, up or down; GTP binding activity, % at 10 µM; GST-Rab2 wt beads, Bodipy-GTP binding, flow cytometry; P61105; 0.19% of 190,000 active;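 active = GTP binding activity at least 20 points away from 100%, either lowered or raised; inconclusive = signal likely due to the compound's own green fluorescence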;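 also: 0% = beads with excess unlabeled GTP and 100% = no-compound control corrected for plate trend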
Rac1 act GTP bind: modulators of GTP binding to human Rac1 activated mutant; 0.11% of 190,000 active; P63000; GST-Rac1 activated beads, fluorescent GTP binding, flow cytometry; actives lie on both sides; 100% means binding = to untreated wells; percent activity (GTP binding), % at 10 µM;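 active = GTP binding at least 20 percentage points away from the 100% baseline, in either direction, so actives lie on both sides; inconclusive = Compound likely fluorescent itself, or too few beads counted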
HRas wt GTP bind: changes GTP binding to wildtype human HRas; P01112; 0.14% of 190,000 active; GTP binding activity, % at 10 µM; GST-Ras wt beads, Bodipy-FL-GTP binding, flow cytometry; actives lie on both sides;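 active = GTP binding activity at least 20% away from the 100% baseline, either lowered as inhibitor or raised as activator; inconclusive = flagged as likely green fluorescent, judged across all proteins in the well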;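 also: 0% = unlabeled GTP competition control and 100% = no-compound control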
Target sequence (P01112 whole entry, looked up): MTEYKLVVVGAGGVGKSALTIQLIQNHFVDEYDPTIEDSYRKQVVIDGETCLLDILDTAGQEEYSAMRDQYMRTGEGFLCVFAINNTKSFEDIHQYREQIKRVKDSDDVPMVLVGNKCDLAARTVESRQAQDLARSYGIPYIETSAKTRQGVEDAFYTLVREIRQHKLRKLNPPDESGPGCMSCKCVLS
Rac1 wt GTP bind: alters GTP binding to wildtype human Rac1. GTP binding activity (% of control), % at 10 µM. GST-Rac1 beads, fluorescent GTP binding, flow cytometry; actives lie on both sides; 0 = cold GTP competed, 100 = untreated. 0.27% of 190,000 active. AID 757;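 active = GTP binding activity at least 20 points away from the 100% control level, either lower or higher; inconclusive = compound flagged as likely green fluorescent, judged across all proteins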
Active calls of the source: *; ? = inconclusive; . = no result given.

SMILES | Rab7 wt modul | Mcl1 Noxa PPI | Cdc42 wt GTP | Pf gamet viab | Mcl-1 Bim block | Mcl1 Bid PPI | Avidin fluor | Rab2 wt GTP | Rac1 act GTP bind | HRas wt GTP bind | Rac1 wt GTP bind
CN1CCN(C(=O)c2ccc(C(F)(F)F)cc2)CC1 | 98 | 3 | 95 | 1 | 4 | -12 | 10 | 98 | 95 | 96 | 101
Cc1cccnc1NC(N)=S | 102 | 14 | 94 | -1 | -2 | -18 | 10 | 96 | 97 | 96 | 100
N#CC1(c2nc3ccccc3[nH]2)CC1c1ccc2c(c1)OCO2 (centres undefined) | 97 | -7 | 98 | . | -6 | -14 | 3 | 99 | 98 | 98 | 101
COc1ccc(C(=O)N(CC(=O)NC(C)(C)C)c2ccc3c(c2)OCCO3)cc1OC | 101 | 3 | 101 | . | -1 | -3 | 7 | 102 | 100 | 101 | 105
COc1ccc(C2=NN3C(C2)c2ccccc2OC32C(=O)N(C)c3ccccc32)cc1 (centres undefined) | 100 | 25 | 99 | 0 | 0 | 3 | 37 | 99 | 98 | 100 | 97
COc1ccc(C2(CNC(=O)CCC(=O)O)CCCC2)cc1 | 100 | -10 | 97 | 11 | -3 | -16 | 6 | 98 | 95 | 97 | 98
CC(=O)c1sc(N/N=C2\CC3CC2C(C)C3(C)C)nc1C (centres undefined) | 105 | 7 | 98 | 11 | 0 | 2 | 5 | 100 | 98 | 100 | 100
O=S(=O)(Nc1ccccn1)c1ccc(Cl)c2ccccc12 | 104 | 11 | 99 | 7 | 0 | -19 | 10 | 101 | 98 | 100 | 97
O=c1c2c3c(sc2nc2n1CCC2)CCC3 | 100 | 29 | 106 | . | -1 | -10 | 40 | 103 | 102 | 104 | 107
O=C(O)CCCNS(=O)(=O)c1ccccc1 | 99 | 7 | 99 | . | -4 | 8 | 22 | 98 | 98 | 100 | 101
CCOC(=O)C1CCN(c2c(NCCN3CCCCC3C)c(=O)c2=O)CC1 (centres undefined) | 101 | -11 | 107 | . | -1 | -14 | 25 | 103 | 101 | 103 | 106
CC(C)C(NC(=O)C(NC(=O)C1O[C@@H]2OC(C)(C)O[C@@H]2[C@H]2OC(C)(C)O[C@@H]12)C(C)C)C(=O)O (some centres undefined) | 103 | 17 | 99 | 12 | 0 | -18 | 8 | 100 | 97 | 99 | 102
COc1cc2c3c(c1)/C(=C1/SC(=S)NC1=O)C(=O)N3C(C)(C)C=C2C | 103 | 64* | 95 | . | -4 | -26 | 4 | 98 | 96 | 99 | 100
CN(C)c1nc(N/N=C/c2ccccc2O)nc(Nc2ccc(F)cc2)n1 | 97 | -15 | 92 | 11 | 1 | -4 | 9 | 90 | 95 | 91 | 95
O=C(COC(=O)CSc1ccc2ccccc2c1)NCc1ccc2c(c1)OCO2 | 93 | 7 | 98 | 48* | -7 | 3 | 8 | 92 | 93 | 94 | 96
Cc1csc(N(C(=O)c2ccccc2F)c2ccccc2)n1 | 104 | 27 | 96 | -15 | 3 | -12 | 9 | 98 | 94 | 98 | 95
Cc1cc(=O)[nH]c(SCCOc2ccc(OC(C)C)cc2)n1 | 95 | 6 | 101 | 21 | -4 | 7 | 12 | 97 | 96 | 93 | 103
COc1ccc(NC(=O)C(CCSC)NC(N)=O)cc1NS(=O)(=O)c1ccc(F)cc1 (centres undefined) | 105 | 16 | 98 | -2 | -4 | -37 | 11 | 100 | 95 | 100 | 100
C/C(=C1/C(=O)N(c2ccc([N+](=O)[O-])cc2)N=C1c1ccccc1)N(C)C | 97 | 1 | 97 | . | 1 | -39 | 13 | 97 | 96 | 99 | 99
CC(C)C[C@H](N)c1cn([C@@H](Cc2ccc(O)cc2)C(=O)N2CCNCC2)nn1 | 106 | 15 | 97 | . | -4 | -6 | 6 | 97 | 95 | 97 | 99
CCCn1c(N)c(C(=O)CSc2nc3ccccc3s2)c(=O)[nH]c1=O | 100 | 41 | 93 | . | 0 | 7 | 11 | 93 | 93 | 96 | 99
Cc1ccccc1CS(=O)(=O)c1snnc1C | 101 | -3 | 103 | -10 | -1 | -33 | 17 | 104 | 101 | 104 | 101
CSc1nnc(C)c(=O)n1COC(=O)c1ccc(S(=O)(=O)N2CCOCC2)cc1 | 98 | -15 | 100 | 1 | -7 | 21 | 9 | 105 | 100 | 101 | 103
Cc1c(NC(=O)c2nn3c(C(F)(F)F)cc(-c4ccccc4)nc3c2Cl)c(=O)n(-c2ccccc2)n1C | 101 | 12 | 99 | . | 0 | 9 | 1 | 97 | 100 | 100 | 100
CC(=O)Nc1ccc(S(=O)(=O)n2nc(-c3ccc(C)cc3)nc2N)cc1 | ? | 11 | ? | . | -1 | -27 | 7 | ? | ? | ? | ?

Quoted from the results shown for reference:
SMILES | Rab7 wt modul | Mcl1 Noxa PPI | Cdc42 wt GTP | Pf gamet viab | Mcl-1 Bim block | Mcl1 Bid PPI | Avidin fluor | Rab2 wt GTP | Rac1 act GTP bind | HRas wt GTP bind | Rac1 wt GTP bind
O=S(=O)(Nc1ccccn1)c1ccc(Cl)c2ccccc12 | 104 | 11 | 99 | 7 | 0 | -19 | 10 | 101 | 98 | 100 | 97
O=c1c2c3c(sc2nc2n1CCC2)CCC3 | 100 | 29 | 106 | . | -1 | -10 | 40 | 103 | 102 | 104 | 107
O=C(O)CCCNS(=O)(=O)c1ccccc1 | 99 | 7 | 99 | . | -4 | 8 | 22 | 98 | 98 | 100 | 101
CCOC(=O)C1CCN(c2c(NCCN3CCCCC3C)c(=O)c2=O)CC1 (centres undefined) | 101 | -11 | 107 | . | -1 | -14 | 25 | 103 | 101 | 103 | 106

(further entries)
SMILES | Rab7 wt modul | Mcl1 Noxa PPI | Cdc42 wt GTP | Pf gamet viab | Mcl-1 Bim block | Mcl1 Bid PPI | Avidin fluor | Rab2 wt GTP | Rac1 act GTP bind | HRas wt GTP bind | Rac1 wt GTP bind
CCOC(=O)N1CCN(C(=O)C2CCCN(S(=O)(=O)c3ccccc3)C2)CC1 (centres undefined) | 97 | -3 | 100 | . | -2 | 9 | 5 | 99 | 97 | 99 | 98
COc1ccccc1N1CCN(C(=O)c2ccc3c(Cl)c4c(nc3c2)CCCC4)CC1 | 96 | -20 | 98 | . | -2 | -13 | 6 | 97 | 95 | 96 | 100
COc1ccc(N(CC(=O)NN=C2CCCC2)S(=O)(=O)c2ccccc2)cc1 | ? | -12 | ? | . | -3 | -8 | 28 | ? | ? | ? | ?
Cc1[nH]c2ccccc2c1/C=C/c1nc2ccccc2c(=O)n1-c1ccc([N+](=O)[O-])cc1 | 103 | 38 | 102 | 15 | -4 | 20 | 11 | 100 | 100 | 101 | 104
CCn1cc(C(=O)NCCCN2CCCC2)c(=O)c2cc(S(=O)(=O)N3CCc4ccccc4C3)ccc21 | 95 | 18 | 97 | -4 | 0 | 17 | 20 | 96 | 97 | 94 | 98
COc1ccc(NS(=O)(=O)c2cccs2)cn1 | 95 | -12 | 96 | 11 | -2 | -16 | 25 | 93 | 95 | 95 | 96
COc1ccc(CNc2ccc(S(N)(=O)=O)cc2)c(OC)c1OC | 93 | 2 | 96 | 17 | -3 | -28 | 1 | 92 | 94 | 95 | 97
CC(C)NS(=O)(=O)c1ccc(CCC(=O)O)cc1 | 97 | 7 | 97 | . | 0 | -24 | 13 | 98 | 96 | 99 | 96
CN1CCN(C(=O)c2ccc(N(Cc3ccc(Cl)cc3)S(C)(=O)=O)cc2)CC1 | 96 | 15 | 103 | . | -3 | -4 | 9 | 102 | 101 | 102 | 103
COc1ccc(-c2nn(-c3ccccc3)cc2/C=C\C(=O)N2CCOCC2)cc1[N+](=O)[O-] | 93 | 15 | 96 | . | -1 | -27 | 8 | 96 | 96 | 95 | 93
O=C(N/N=C/c1ccco1)c1ccccc1OCc1ccc(Br)cc1 | 100 | 16 | 103 | . | 0 | -12 | 3 | 103 | 104 | 104 | 104
CCCn1c(N)c(C(=O)CSc2nc3ccccc3n2CCC#N)c(=O)n(C)c1=O | 93 | 6 | 98 | 17 | 0 | -55 | 6 | 96 | 96 | 98 | 98
Cc1ccccc1C(=O)N/N=C/c1ccccn1 | 99 | -5 | 97 | -10 | -6 | -6 | 1 | 103 | 98 | 100 | 101
O=C(CN1CCOCC1)NNc1nc(-c2ccccc2)c2cc(Br)ccc2n1 | 97 | -11 | 97 | 19 | -3 | -4 | 5 | 99 | 95 | 98 | 101
N#CC(c1ccc(O)cc1)c1ncc(C(F)(F)F)cc1Cl (centres undefined) | 102 | 24 | 92 | 2 | 2 | 12 | 14 | 96 | 94 | 96 | 99
O=S(=O)(NC1CC1)c1ccc(S(=O)(=O)N2CCCC(c3nc(-c4cccnc4)no3)C2)cc1 (centres undefined) | 97 | 14 | 102 | -7 | -8 | -22 | 14 | 103 | 101 | 101 | 104
CSc1cccc(NC(=O)Nc2ccc(Cl)cc2)c1 | 98 | -11 | 102 | 1 | -1 | -8 | 7 | 105 | 101 | 105 | 103
CC(C)N1CCC2(CC1)C(C#N)=C(N)NC(S)=C2C#N | 101 | 37 | 104 | . | -12 | -18 | 17 | 98 | 99 | 97 | 102
Cc1nnc2sc(SCc3ccc(Cl)cc3)nn2c1=O | 96 | -13 | 99 | . | -3 | -3 | 6 | 95 | 100 | 97 | 101
O=C(O)c1cc(Cl)c2ccccc2c1O | 100 | 37 | 95 | -10 | -4 | 23 | 36 | 94 | 93 | 97 | 96
O=C(OCc1nc2ccccc2s1)C1CCN(C2=NS(=O)(=O)c3ccccc32)CC1 | 96 | 22 | 100 | 17 | -1 | -46 | 26 | 98 | 97 | 100 | 96
COc1ccc(CCNC(=O)COc2ncnc3ccccc23)cc1 | 105 | -6 | 95 | -10 | 2 | -9 | 26 | 98 | 96 | 102 | 99
O=C(c1ccccc1F)N1CCN(S(=O)(=O)c2ccc3c(c2)OCCO3)CC1 | 101 | 7 | 104 | . | 2 | 0 | 8 | 101 | 102 | 102 | 108
Cc1cc(C)cc(NS(=O)(=O)c2cc(C(=O)NCc3ccccn3)ccc2Cl)c1 | 101 | -5 | 98 | 8 | -1 | -24 | 3 | 99 | 98 | 99 | 101
NS(=O)(=O)c1cc(C(=O)OCC(=O)Nc2ccc(Cl)cc2[N+](=O)[O-])ccc1Cl | 100 | 23 | 92 | 15 | 0 | -19 | 9 | 96 | 89 | 96 | 91
O=C1CSC(c2ccccc2)N1c1nnc(C23CC4CC(CC(C4)C2)C3)s1 (centres undefined) | 97 | 7 | 99 | . | 4 | -17 | 5 | 99 | 98 | 100 | 100
CC1=C(C(=O)c2ccccc2)C(c2ccc(N3CCOCC3)cc2)NC(=O)N1 (centres undefined) | 92 | 11 | 94 | -1 | 0 | -27 | 24 | 94 | 95 | 93 | 93
